HTR2A ag = activates the mouse 5-HT2A serotonin receptor; P35363; CHO-K1 mHTR2A beta-arrestin complementation, luminescence; percent of 30 µM serotonin response; activation, % at 7.6 µM; 360,000 tested, 0.66% active;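 active = activation above a run cutoff, the mean activation of all tested compounds plus 3 SD, cut at about 14% in these data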;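 note: 0% = plate median of compound wells and 100% = 30 µM serotonin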
Target sequence (P35363 whole entry, looked up): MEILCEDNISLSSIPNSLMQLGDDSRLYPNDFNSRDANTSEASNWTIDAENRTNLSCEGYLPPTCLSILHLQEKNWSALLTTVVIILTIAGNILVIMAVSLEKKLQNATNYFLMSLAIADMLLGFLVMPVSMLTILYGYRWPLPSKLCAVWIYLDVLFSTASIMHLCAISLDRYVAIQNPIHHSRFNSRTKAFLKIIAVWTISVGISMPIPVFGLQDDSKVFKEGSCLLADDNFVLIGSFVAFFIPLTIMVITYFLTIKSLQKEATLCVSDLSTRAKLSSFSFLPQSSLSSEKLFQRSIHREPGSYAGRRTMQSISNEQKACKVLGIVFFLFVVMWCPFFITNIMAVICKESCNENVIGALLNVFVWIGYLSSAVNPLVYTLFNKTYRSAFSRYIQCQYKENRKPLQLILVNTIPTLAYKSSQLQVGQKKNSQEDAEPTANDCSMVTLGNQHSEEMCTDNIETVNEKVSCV
ABCB6 inh 2 = inhibitors of human ABC transporter ABCB6. Q9NP58. K562-ABCB6 porphyrin accumulation, flow cytometry, 1 h; stronger effect = lower value. fluorescence ratio to DMSO, % at 10 µM. 360,000 tested, 0.19% active;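 active = fluorescence ratio to DMSO below 75%, the collection mean minus 3 SD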;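 note: signal is porphyrin accumulated inside mitochondria; 100% equals median channel fluorescence of DMSO control wells; lower ratio means ABCB6 inhibition with less porphyrin fluorescence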
H9c2 protect = myocardial damage modulation in H9c2 cells; H9c2 cardiomyocytes, H2O2 injury protection, ATPLite, 2 h; protection from H2O2 cell death, % at 20 µM; 360,000 tested, 0.63% active;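 active = compounds giving at least 50% protection of heart cells from peroxide-induced death in the single-dose screen, raw or plate-pattern-corrected value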;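 note: 0% = DMSO wells with peroxide and 100% = DMSO wells without peroxide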
Glyco luc inh = N-linked glycosylation inhibition; D54 ERlucT glycosylation luciferase reporter, 24 h; percent of 100 nM tunicamycin response; reporter increase, % at 12.5 µM; 360,000 tested, 0.23% active; AID 588692;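 active = mean luciferase reporter signal, scaled so untreated is 0 and the glycosylation-blocking control 100, at or above a set limit in every replicate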;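 note: luciferase carries N-glycosylation sites so blocking glycosylation raises the light; 0% = median of neutral control wells and 100% = median of 100 nM tunicamycin wells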
CaV13 FRET inh = Disruptors of the CACNA1D IQ motif to Ca2+-dependent inactivation inhibitor domain association, primary screening, Förster resonance energy transfer in intact living … | HEK cells, CFP/YFP FRET ICDI-IQ, plate reader, 10 min; percent FRET-ratio fall versus neutral wells | inhibition, % at 12.3 µM | 340,000 tested, 0.098% active | AID 743397;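 active = mean replicate inhibition of at least 30% and at least 1% of replicates passing that level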;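 note: 0% = median of the neutral control wells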
Granule exo inh = blocks lytic granule exocytosis; AID 651702; inhibition, % at 10 µM; 360,000 tested, 0.66% active; TALL-104 LAMP-1 surface exposure, flow cytometry; cells stimulated with thapsigargin and PMA;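 active = inhibition above about 55%, limit read from the data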
MC4R barr agon = activates human MC4R beta-arrestin recruitment | P32245 | 360,000 tested, 0.98% active | U2OS MC4R beta-arrestin complementation, luminescence; percent of melanotan II response, DMSO zero | AID 540308 | activation, % at 8.9 µM;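 active = activation above a per-plate cutoff, the mean activation of sample wells on that plate plus 3 SD, cut at about 8% in these data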
MC4R antagonist = blocks human MC4R cAMP signaling; AID 540295; P32245; inhibition, % at 6.5 µM; 360,000 tested, 0.48% active; MC4R-expressing cells, MTII-stimulated cAMP, LANCE TR-FRET;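 active = inhibition above its plate's cutoff, the mean of tested wells on that plate plus 3 SD, cut at about 29% in these data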;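 note: 0% = Melanotan II alone and 100% = Melanotan II plus saturating MCL0020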
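System: U2OS cells stably expressing human melanocortin 4 receptor (MC4R). Reagent: Melanotan II challenge after compound preincubation. Doses: 6.5 µM. Times: 30-min compound, 1-h challenge, 1-h detection, room temperature. Measured by: TR-FRET with Eu-cAMP and labeled anti-cAMP, 671 nm. Replicates: singlicate.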
PDI turbidity = blocks human protein disulfide isomerase activity. P07237. PDI insulin aggregation turbidity, A650, 90 min. inhibition, % at 10 µM. 350,000 tested, 0.052% active. AID 588391;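 active = mean inhibition across replicates of 30% or more, whatever share of single replicates reach that level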;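 note: absorbance from insulin aggregation driven by PDI reduction with DTT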
Target sequence (P07237 whole entry, looked up): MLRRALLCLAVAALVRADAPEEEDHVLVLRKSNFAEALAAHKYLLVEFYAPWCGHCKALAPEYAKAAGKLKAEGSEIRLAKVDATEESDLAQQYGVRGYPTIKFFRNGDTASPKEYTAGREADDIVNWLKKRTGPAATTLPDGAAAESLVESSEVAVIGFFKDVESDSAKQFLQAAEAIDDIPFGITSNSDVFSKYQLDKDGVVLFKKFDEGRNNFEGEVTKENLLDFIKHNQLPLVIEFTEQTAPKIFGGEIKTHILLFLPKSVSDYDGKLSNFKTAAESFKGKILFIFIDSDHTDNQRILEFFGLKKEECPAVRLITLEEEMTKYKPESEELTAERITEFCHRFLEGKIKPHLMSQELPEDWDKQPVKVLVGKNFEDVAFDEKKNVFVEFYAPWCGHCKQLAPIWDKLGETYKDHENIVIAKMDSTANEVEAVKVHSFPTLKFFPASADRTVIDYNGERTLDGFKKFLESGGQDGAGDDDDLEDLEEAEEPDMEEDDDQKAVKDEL
ABHD5-PLIN5 inh = ABHD5-PLIN5 protein interaction inhibition; Split G. princeps luciferase complementation, luminescence, 4 h; inhibition, % at 4 µM; 360,000 tested, 0.78% active; AID 602281;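 active = inhibition above the mean inhibition across every tested compound plus 3 SD, cut at about 22% in these data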;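 note: 0% = DMSO only wells and the 100% control is not disclosed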
Active calls of the source: *; / = no result given.

A first look:
SMILES | HTR2A ag | ABCB6 inh 2 | H9c2 protect | Glyco luc inh | CaV13 FRET inh | Granule exo inh | MC4R barr agon | MC4R antagonist | PDI turbidity | ABHD5-PLIN5 inh
COC(=O)COc1ccc(/C=C2\SC(=O)N(CC(=O)Nc3ccccc3F)C2=O)cc1 | -2 | 94 | 8 | 1 | -4 | 9 | 2.9 | 16 | -8 | -1
Cc1nnc(NC(=O)CSc2nc3c(c(=O)n(C)c(=O)n3C)n2C(C)C)s1 | 5 | 98 | 9 | 1 | -4 | 16 | 3.2 | -5 | 0 | 6

Main list, from the start:
SMILES | HTR2A ag | ABCB6 inh 2 | H9c2 protect | Glyco luc inh | CaV13 FRET inh | Granule exo inh | MC4R barr agon | MC4R antagonist | PDI turbidity | ABHD5-PLIN5 inh
COC(=O)COc1ccc(/C=C2\SC(=O)N(CC(=O)Nc3ccccc3F)C2=O)cc1 | -2 | 94 | 8 | 1 | -4 | 9 | 2.9 | 16 | -8 | -1
Cc1nnc(NC(=O)CSc2nc3c(c(=O)n(C)c(=O)n3C)n2C(C)C)s1 | 5 | 98 | 9 | 1 | -4 | 16 | 3.2 | -5 | 0 | 6
COc1ccc(OC)c(C2N(c3ccccn3)C(=O)C3CCCN32)c1 (centres undefined) | -1 | 97 | 4 | 0 | -4 | -1 | -1.8 | 2 | -6 | -5
Cc1ccc(NC(=S)N/N=C2\CCCCC2C)cc1 (centres undefined) | -4 | 544 | 2 | -3 | 3 | -10 | -2.9 | 12 | 0 | -9
CCOC(=O)N1CCN(C(=O)CCSc2ccc(Cl)cc2)CC1 | -2 | 97 | -2 | -1 | -4 | 0 | -2.6 | 0 | 18 | 2
CCCCOc1ccc(C(=O)OCC(=O)NC2CCCC2)cc1 | -1 | 100 | -13 | 2 | -4 | 14 | -0.5 | -2 | -1 | -2
CCN(CC)S(=O)(=O)c1cc(Cl)ccc1OC | -2 | 101 | -2 | -1 | -2 | -4 | -1.4 | 13 | -2 | 1
COc1cc(Cl)c(C)cc1NC(=O)CSc1nnc(CN2CCCC2)o1 | -2 | 104 | -1 | 0 | -17 | -1 | -1.5 | 1 | 4 | -7
Cc1ccc(S(=O)(=O)NCc2ccccc2)cc1C(=O)N1CCCC(C(F)(F)F)C1 (centres undefined) | -7 | 98 | -2 | -2 | -6 | 5 | -1.4 | 1 | -1 | 4
C/C(=N\NC(=S)NC(C)C)c1ccc(Cl)s1 | -13 | 97 | -14 | 0 | -17 | 2 | -1.9 | -7 | -8 | -10
CC(C)(C)NC(=O)CN(C(=O)CCN1CCCc2ccccc21)C(C)(C)C | -1 | 105 | -1 | 2 | -7 | 6 | 2.0 | 10 | 3 | -7
COc1ccc(OCc2nn3c(Cn4cnc5ccccc54)nnc3s2)cc1 | 12 | 93 | -17 | -6 | -8 | -4 | -0.1 | 8 | -9 | -3
CCc1nc2c(OCCC3CCCCC3)cccn2c1N(C)C(=O)C(C)C | -3 | 85 | -16 | 0 | / | 11 | -0.7 | 0 | 3 | 0
Cc1n[nH]c(=O)c2c(NC(=O)COC(=O)/C=C/c3cccc(C(F)(F)F)c3)oc(C)c12 | 2 | 96 | 3 | 2 | -16 | -3 | -4.2 | 9 | -5 | 1
O=C(C[C@H]1CC[C@@H]2[C@H](COC[C@@H](O)CN2Cc2cccc(F)c2)O1)NCC1CCCCC1 | -3 | / | / | / | -7 | 14 | / | / | / | 9
C=CCCC1(C)C(=O)N(c2ccccc2)c2ccccc21 (centres undefined) | -2 | 97 | 5 | 2 | -5 | -2 | 2.0 | -11 | -6 | -2
Cc1cc(C)c2cc3c(N)c(C(=O)Nc4c(C)[nH]c(=O)[nH]c4=O)sc3nc2c1 | -1 | 105 | 6 | -4 | -7 | -3 | -0.1 | -6 | 6 | 5
CCN1C(=O)C(CC(=O)Nc2ccc(OC)cc2)N(Cc2cccnc2)C1=S (centres undefined) | -2 | 98 | 2 | 0 | -8 | 0 | -1.9 | -3 | -1 | 1
Brc1cccc(OCCCN2CCCCCC2)c1 | -4 | 102 | 7 | 0 | -5 | 10 | -0.6 | 1 | -45 | 1
N#Cc1ccccc1NC(=O)CSc1nnc(-c2ccncc2)o1 | -1 | 100 | -4 | 0 | -2 | 0 | 1.9 | 30* | 7 | 3
COc1ccc(C2C(C(=O)NCc3ccccn3)c3ccccc3C(=O)N2C)cc1OC (centres undefined) | 5 | 96 | 12 | -1 | -5 | 0 | -1.9 | 4 | 2 | -1
COc1cccc(NC(=O)COc2ccc(Br)c(C)c2)c1 | 6 | 92 | -8 | 0 | -10 | -4 | 1.0 | 19 | 7 | 5
C[C@@H](NC(=O)c1[nH]cnc1C(=O)Nc1ccc(Cl)cc1)c1ccccc1 | 5 | 94 | 5 | -2 | -6 | 0 | 0.4 | 1 | -8 | 1
CCCC(=O)Nc1cc(C)c(NC(=O)c2ccco2)cn1 | 0 | 95 | 1 | 3 | -20 | 8 | -1.1 | 16 | 1 | -2
O=C(NCc1ccccc1)C1=C[C@@H](c2coc3ccccc3c2=O)C[C@@H](OCc2ccc(CO)cc2)O1 | -4 | 97 | -1 | -2 | -6 | -4 | -1.3 | 17 | 0 | 4
CC(C)CCNC(=O)C1CCN(S(=O)(=O)c2ccc3c(c2)CC(C)N3C(=O)C2CC2)CC1 (centres undefined) | 1 | 103 | -3 | -3 | -16 | -1 | -0.9 | 13 | -5 | -5
Clc1cccc(-c2nnc(-c3ccccc3)o2)c1 | -2 | 119 | -24 | -14 | / | -2 | -1.4 | 0 | -1 | -4
COc1ccc(OC)c(C(=O)c2ccc(C(=O)N3CCN(Cc4csc(C)n4)CC3)cc2)c1 | 0 | 93 | -2 | 0 | 3 | -1 | 1.4 | 2 | 1 | 3
Cc1ccc(Oc2ncccc2N)c2c1CCC2 | -2 | 94 | 2 | -1 | -13 | -5 | -0.8 | 0 | -2 | 2
Cc1ccc(-c2cc(C(=O)Nc3nn[nH]n3)c3ccccc3n2)cc1 | -2 | 111 | -1 | 2 | -5 | -1 | -1.9 | 2 | 1 | 3
C/C(CC(=O)Nc1ccc(Cl)cc1Cl)=N\NC(=O)c1ccncc1 | 1 | 100 | 4 | 2 | -5 | 2 | -1.7 | 9 | -4 | 10
N#Cc1ccccc1S(=O)(=O)NC(=O)[C@H]1O[C@@H](n2cnc3c(N)ncnc32)[C@H](O)[C@@H]1O | 4 | 93 | 1 | -2 | -5 | -5 | / | / | / | -1
COc1cccc(CN2CCN(C3CSCCSC3)CC2CCO)c1 (centres undefined) | 1 | 100 | -2 | 1 | -6 | -4 | -0.7 | -9 | 6 | -4
CN(C(=O)CN1CCCCCC1)c1c(N)n(Cc2ccccc2)c(=O)[nH]c1=O | -2 | 98 | 12 | 3 | -6 | 7 | 1.2 | 8 | 1 | 3
CCNc1nn2ccccc2c1/C=C(\C#N)C(=O)OCC | 5 | 100 | 12 | 5 | -8 | 0 | -1.4 | -1 | -6 | -1
CCOc1ccc(NC(=O)CN(C)CC(=O)Nc2ccc(Br)cc2F)cc1OCC | -5 | 101 | 0 | 1 | 5 | -2 | 0.9 | 10 | -2 | -1
Cc1c(NS(=O)(=O)CC23CCC(CC2=O)C3(C)C)c(=O)n(-c2ccccc2)n1C (centres undefined) | 12 | 98 | 0 | -1 | -6 | -1 | 1.7 | 14 | -2 | 0
COc1cc(CC(=O)OCC(=O)Nc2sccc2C(N)=O)cc(OC)c1OC | 0 | 99 | -14 | 3 | 0 | 4 | -1.1 | 9 | -3 | 5
COCCn1c(-c2ccccc2)nc(=S)c2c1CC(C)(C)OC2 | 4 | 194 | 2 | 0 | -3 | 2 | -0.7 | -2 | 3 | -1
Cn1cc([N+](=O)[O-])c(C(=O)N2CCN(Cc3ccc4c(c3)OCO4)CC2)n1 | -2 | 95 | 2 | / | -5 | 6 | 2.5 | -6 | -3 | 4
Cc1oc2c(CN3CCCC3)c(O)ccc2c(=O)c1Oc1ccccc1Br | 0 | 88 | 10 | 2 | -8 | 0 | -2.4 | 0 | 5 | -10
Cc1oc(-c2ccccc2F)nc1CS(=O)CC(=O)NC1CCCCC1 (centres undefined) | -4 | 101 | 6 | 1 | -3 | -2 | -0.3 | 5 | / | -6
Cc1ccc(C(=O)Nc2ncccc2S(=O)(=O)c2ccccc2)cc1 | 6 | 99 | -1 | 0 | -5 | 0 | 2.5 | 25 | -2 | 1
Cc1c(-n2cc(C(=O)c3cc(F)ccc3O)cc(C#N)c2=O)c(=O)n(-c2ccccc2)n1C | 3 | 99 | 9 | 0 | -12 | -1 | 0.8 | -7 | 18 | 3
CC(C)c1cc(CNC(=O)c2cc(COc3cncc(Cl)c3)on2)on1 | -2 | 105 | 0 | -5 | -5 | -1 | -2.5 | 10 | 1 | -4
Cc1c(NC(=O)C2(c3ccccc3)CCOCC2)c(=O)n(-c2ccccc2)n1C | 8 | 84 | -3 | 1 | -4 | -2 | 1.6 | -3 | -9 | 4
O=C(N/N=C/c1ccccn1)c1ccc(Br)o1 | 1 | 89 | 44 | 1 | -5 | 1 | 1.3 | -6 | -8 | 9
O=C(O)CCNS(=O)(=O)c1ccc2c(c1)OCCCO2 | -3 | 96 | 2 | 3 | -7 | 0 | 0.1 | 4 | 7 | -2
Cc1ccc(CC(=O)NC2CCN(C)CC2)cc1 | -1 | 96 | -1 | 0 | -4 | -2 | -1.4 | -7 | 3 | 2
CC(C)c1csc(CN2CCN(Cc3ccc(F)cc3)C(CCO)C2)n1 (centres undefined) | -2 | 96 | -6 | 0 | -6 | 0 | 1.6 | 19 | 0 | -2
Nc1ccc(Sc2ccc([N+](=O)[O-])cc2)cc1 | -4 | 99 | -14 | -4 | 2 | 0 | -1.6 | 2 | -11 | 1
CCC1CCCCN1CCCNC(=O)CN1C(=O)c2cccnc2Oc2ccc(Cl)cc21 (centres undefined) | 4 | 99 | 3 | 0 | -15 | -3 | -1.1 | 5 | 3 | 0
CCOC(=O)C1CCN(C(=O)c2cccc(NC(=O)C(CC)CC)c2)CC1 | 3 | 103 | 4 | 4 | -6 | -5 | -1.1 | 8 | -7 | 2
O=C1CC(N2CCCCCC2)C(=O)N1c1ccc2c(c1)OCO2 (centres undefined) | 1 | 102 | 1 | 3 | -9 | 10 | -1.1 | 17 | -1 | 8
O=C1CNC(=O)/C(=C\c2ccc(F)cc2)N1 | -1 | 101 | 2 | -1 | -19 | 2 | -0.2 | 6 | 0 | 8
CCc1c(C)nc(SCCOc2ccc(OC(C)C)cc2)[nH]c1=O | 3 | 91 | -14 | 2 | -2 | -1 | 0.7 | -3 | 1 | 1
COc1ccc(CNC(=O)CC2C[C@H](C(=O)N(C(C)C)C(C)C)[C@@]3(C)c4[nH]c5ccccc5c4CCN3C2=O)cc1OC (some centres undefined) | -3 | 99 | 6 | -1 | -7 | 1 | 0.2 | 7 | 2 | -10
OC1CCC(Nc2ccn3nc(-c4cccc(OCc5ccccc5)c4)cc3n2)CC1 (centres undefined) | 3 | 92 | 14 | -3 | -5 | 2 | 4.5 | 23 | 1 | 12

Assay outcomes deposited in PubChem BioAssay by several laboratories.
